HIV RNase H inh: inhibitors of HIV-1 reverse transcriptase RNase H | RT-RNase H RNA/DNA duplex cleavage, fluorescence | inhibition, % at 10 µM | 65,000 compounds, 1.9% hits | AID 565; in the data active = inhibition above about 50%
RmlC RmlD mix: inhibitors of RmlC and RmlD coupled enzymes. AID 1532. RmlC/RmlD coupled enzyme inhibition, 384-well mixture HTS. inhibition, % at 5.5 µM. 110,000 compounds, 0.39% hits; in the data active = inhibition above about 30%, passing the limit was not always enough; note: strong numbers were not always called active
The depositor's hits bear a star; x = not tested or not shown. Some of the compounds tested; rates above refer to the full screens.

The first 2 records, ahead of the listing:
SMILES	HIV RNase H inh	RmlC RmlD mix
COc1cccc(N(C(=O)Cn2nnc(-c3ccc(C)cc3)n2)C(C(=O)NC(C)(C)C)c2c[nH]c3ccccc23)c1 (centres undefined)	x	-15
Brc1ccc(-c2nnc3sc(CN4CCc5ccccc5C4)cn23)cc1	28	x

The listing, repeating the preview:
SMILES	HIV RNase H inh	RmlC RmlD mix
COc1cccc(N(C(=O)Cn2nnc(-c3ccc(C)cc3)n2)C(C(=O)NC(C)(C)C)c2c[nH]c3ccccc23)c1 (centres undefined)	x	-15
Brc1ccc(-c2nnc3sc(CN4CCc5ccccc5C4)cn23)cc1	28	x
c1ccc(-c2n[nH]c3c2CCC3)cc1	-27	7
COc1ccc(S(=O)(=O)N2CCC(C(=O)NCc3ccco3)CC2)cc1	10	23
CCN(CC)S(=O)(=O)c1ccc2oc(C(=O)N3CCOCC3)c(C)c2c1	-5	3
O=C(CCCn1c(=S)[nH]c2ccccc2c1=O)N1CCN(c2cccc(Cl)c2)CC1	x	-1
Cc1cc(Nc2nc3c(c(=O)n(C)c(=O)n3C)n2C)n(-c2ccccc2)n1	-9	x
O=C(CN1CCOCC1)Nc1ccc(C2CCCCC2)cc1	-7	3
CCOC(=O)C1CCN(C(=O)c2ccc3snnc3c2)CC1	2	-5
Cc1cc2c(cc1C)[n+](C)cn2CC(O)COCc1ccccc1 (centres undefined)	x	7
O=c1c2ccccc2ncn1CCCSc1ccccc1	x	-10
CCCC(=O)Nc1nnc(-c2ccc(Cl)s2)o1	-12	-6
CN1CCN(C(=O)c2cc3nc(-c4ccc(F)cc4)cc(C(F)(F)F)n3n2)CC1	3	8
COc1ccccc1CNC(=O)C(C)NS(=O)(=O)c1ccc(C)cc1 (centres undefined)	0	9
COc1ccc(-c2c3c(nc4sc(C(=O)Nc5cc(C)on5)c(N)c24)CCC3)cc1	27	-44
CC/C(C)=C1\SC(N2CCN(C(C)=O)CC2)=NC1=O	-4	7
O=S(=O)(c1ccc2ccccc2c1)n1cnc2ccccc21	-31	6
COCCCn1c(SCC(=O)Nc2nnc(C)s2)nnc1-c1ccoc1C	4	5
CC(=O)Nc1cc(S(=O)(=O)Nc2ccccc2C)c(C)cc1C	x	3
CCN(CC)c1nc(N)c(C#N)c(CC#N)c1C#N	x	6
COc1cccc(OC)c1OCCCN1CCOCC1	2	x
COc1ccc(-c2nc3ccccc3c(=O)n2N)cc1	x	-38
CCC/C(=N\O)c1c[nH]c2ccccc12	-11	2
O=c1c2cnn(-c3ccccc3)c2nc(-c2cccs2)n1-c1ccc(Cl)cc1	x	14
Cc1nc(SCC(=O)N2CCOCC2)c2ccsc2n1	-7	-24
C=CC1=C2C=C(C3CC3)N(CCCN(CC)CC)C=C2C(=O)C(C)(OC(=O)c2ccco2)C1=O (centres undefined)	x	-11
COc1ccccc1Cn1nnc2c(=O)[nH]c(C3CCN(C(=O)c4ccccc4Cl)CC3)nc21	-14	-9
Cc1ccccc1C(=O)N1CCC(C(N)=O)CC1	x	46
CC(=O)/C(C#N)=C1\NC(=O)C(Cc2ccccc2)S1 (centres undefined)	21	6
CCN1CCN(c2nn3c(=O)c4ccccc4nc3c3ccccc23)CC1	x	-12
O=C(CNc1ccccc1)N/N=C/c1ccc([N+](=O)[O-])o1	x	12
Cc1ccccc1CS(=O)(=O)Cc1ccc(C(=O)NCCCN2CCOCC2)o1	-7	x
C=CCn1c(=O)c2c(nc3n2CCN3c2cccc(Cl)c2C)n(C)c1=O	0	-1
Cc1nnc(SC(C)C(=O)Nc2ncc(Cl)cc2Cl)n1Cc1ccccc1 (centres undefined)	x	-6
Cc1cc(Nc2ccccc2Cl)n2nnnc2n1	x	9
O=C1OC(c2ccc(Cl)cc2)/C(=C(/O)c2ccccc2)C1=O (centres undefined)	x	-9
O=C(CSc1nnc2n(C3CCCC3)c(=O)c3ccccc3n12)N1CCCCCC1	-10	-10
COc1ccc(/C(O)=C2/C(=O)C(=O)N(c3ncccn3)C2c2ccc(OC)c(OC)c2)cc1 (centres undefined)	1	8
COC(=O)c1n[nH]c2ccccc12	-5	5
COc1cc(OC)nc(NC(=O)CSc2nc3ccccc3o2)n1	18	-11

Record cards (already shown). Values in the order: HIV RNase H inh, RmlC RmlD mix
Entry for COc1cccc(OC)c1OCCCN1CCOCC1 = 2, x
Entry for O=C(CSc1nnc2n(C3CCCC3)c(=O)c3ccccc3n12)N1CCCCCC1 = -10, -10
Entry for Cc1nnc(SC(C)C(=O)Nc2ncc(Cl)cc2Cl)n1Cc1ccccc1 (centres undefined) = x, -6
Entry for Cc1ccccc1C(=O)N1CCC(C(N)=O)CC1 = x, 46
Entry for O=C1OC(c2ccc(Cl)cc2)/C(=C(/O)c2ccccc2)C1=O (centres undefined) = x, -9

(listing goes on)
SMILES	HIV RNase H inh	RmlC RmlD mix
O=C(CCn1nnc2ccccc2c1=O)NCC1CCC(C(=O)O)CC1 (centres undefined)	-1	-2
CCOc1ccc(S(=O)(=O)Nc2nc3ccc(OC)cc3s2)cc1	x	-20
CSc1nc(NCc2ccco2)c2c3c(sc2n1)CN(C)CC3	-5	4
CCOC(=O)N1CCN(C(=O)CSCc2ccc(Cl)cc2)CC1	x	2
O=C(c1ccc(Cl)cc1)N1CCC(O)(CSc2ccc(Cl)cc2)CC1	x	8
Cc1ccc(NC(=O)CCSc2nnnn2-c2ccc3c(c2)OCO3)cc1C	-22	3
CCC(OC(=O)c1nsc(Cl)c1Cl)C(=O)NCc1cccs1 (centres undefined)	x	8
COc1cc(NC(=O)C2CCCCC2)c(OC)cc1NC(=O)CCC(=O)NCc1ccco1	5	8
O=c1[nH]c(=S)n(Cc2ccc(F)cc2)c(O)c1C=NCC1CCCO1 (centres undefined)	x	7
CCOc1ccccc1N1C(=O)c2cccnc2C1=O	5	-12
Cc1cc(=O)oc(C)c1C(=O)Nc1ccc(Cl)cn1	x	13
Cc1c(C(=O)N2CCN(c3ccccc3F)CC2)sc2nc(-c3ccccc3)cn12	-9	-10
O=C(O)CCNS(=O)(=O)c1ccc(Oc2ccccc2Cl)cc1	x	1
COc1cc2cc(CN(CCO)C(=O)c3cccs3)c(=O)[nH]c2cc1OC	x	21
Cc1cc(=O)n(CCO)c(O)c1C#N	-4	61
COC(=O)C1OC2(OC1C(=O)OC)c1ccccc1-c1ccccc12 (centres undefined)	4	5
O=C1CN=C(Nc2ccc(Cl)cc2)N1c1ccccc1	x	5
COc1ccc2c(CCN)c[nH]c2c1	x	-4
O=C(c1ccc(S(=O)(=O)N2CCCCC2)cc1)c1nnc(-c2ccc(Cl)cc2)o1	48	-5
CC(C)(O)[C@H](O)COc1c2ccoc2cc2oc(=O)ccc12	x	-9

Another view of part of the listing above:
Molecule | HIV RNase H inh | RmlC RmlD mix
CCOc1ccccc1N1C(=O)c2cccnc2C1=O | 5 | -12
O=C(c1ccc(Cl)cc1)N1CCC(O)(CSc2ccc(Cl)cc2)CC1 | x | 8
CCOc1ccc(S(=O)(=O)Nc2nc3ccc(OC)cc3s2)cc1 | x | -20
O=C1CN=C(Nc2ccc(Cl)cc2)N1c1ccccc1 | x | 5
CCOC(=O)N1CCN(C(=O)CSCc2ccc(Cl)cc2)CC1 | x | 2
CC(C)(O)[C@H](O)COc1c2ccoc2cc2oc(=O)ccc12 | x | -9
O=C(CCn1nnc2ccccc2c1=O)NCC1CCC(C(=O)O)CC1 (centres undefined) | -1 | -2

More compounds
SMILES	HIV RNase H inh	RmlC RmlD mix
CC1(CCC#N)N=C(SCCC#N)N(c2ccccc2)C1=O (centres undefined)	-7	-16
C=C(C)Cn1c(CNC(C)=O)nc2ccccc21	-3	8
CC(C)N(C(=O)CSc1nnnn1C1CCCC1)C(C)C	-2	2
COc1ccc(C(=O)c2sc3nc(-c4ccccc4)ccc3c2N)cc1OC	x	-22
CC(C)C(OC(=O)c1ccco1)C(=O)NCc1ccccc1 (centres undefined)	-3	7
Cc1cc(C)n2c(SCC(=O)Nc3ncc(C(F)(F)F)cc3Cl)nnc2n1	-7	9
CCCNC(=O)Cn1cnc2sc(C(=O)N3CCN(CCC)CC3)c(C)c2c1=O	-4	5
Cc1ccc(N2CC(C(=O)NCC3CCCO3)CC2=O)cc1Cl (centres undefined)	-11	-14
O=C(Cc1ccc(Nc2nc3ccc(Br)cc3[nH]2)cc1)NCCc1cccs1	x	-11
CC1CCN(c2ncnc3c2cnn3Cc2ccc(Cl)cc2)CC1	-23	4
CNc1nc(C)cc(C)c1S(=O)(=O)c1ccc(C)cc1	x	-13
CCOc1ccccc1OCCOc1ccccc1CC	x	5
Cc1cccn2c(NCC3CCCO3)c(C(C)C)nc12 (centres undefined)	-27	6
Cc1ccc(NC(=S)NC2CCCC2)cc1	x	-9
CC1(C)CC(=O)c2cc(OCC(=O)N3CCN(c4ccccc4F)CC3)ccc2O1	4	2
O=C(O)CSc1nnc(-c2cccs2)n1-c1ccc(Cl)cc1	-4	-16
COc1ccccc1NC(=O)C1CC(=O)OC1c1ccccc1 (centres undefined)	-15	14
Cc1ccccc1-c1nc(CN2CCC(C(=O)N3CCN(c4ccccn4)CC3)CC2)c(C)o1	-8	-7
O=C(NCc1ccccn1)c1cc(S(=O)(=O)N2CCN(c3ccccc3)CC2)ccc1Cl	4	4
Cc1ccc(N2CCN(/N=C/c3sccc3C)CC2)cc1	x	3
COCCN(C(=O)C(C)C)c1nnc(-c2cccc(C)c2)s1	-2	1
CCN(CC)c1ncccc1C(=O)NCc1cccs1	-12	1
CCOC(=O)c1c(-c2ccc(C)o2)csc1NC(=O)CSc1ncn[nH]1	x	6
COC(=O)c1cc(NC(=O)CN2CCOCC2)cc(C(=O)OC)c1	2	3
CCC(=O)Nc1cccc(C2=NOC3(C2)C[C@H](C(N)=O)N(C(=O)c2ccc(Cl)cc2)C3)c1 (some centres undefined)	x	7
CCOC(=O)C(C)Oc1cccc2c(=O)n(CC(=O)Nc3ccc(OCC)cc3)ccc12 (centres undefined)	x	-11
O=C(CSc1nc(-c2ccccc2)cc(C(F)(F)F)n1)N1CCOCC1	x	-1
CCC1CCCCN1CCn1c(=S)[nH]c2cc(OC)c(OC)cc2c1=O (centres undefined)	-6	-5
Cc1ccc2c(c1)N(CC(=O)NC1CCC(C)CC1)C(=O)CO2 (centres undefined)	-10	-9
CC(=O)Nc1c(O)nc(SCC(=O)Nc2nnc(CC(C)C)s2)[nH]c1=O	1	-8
O=C(Nc1nc(=S)ss1)c1ccc(Cl)cc1Cl	x	8
Cc1ncc(N=Nc2ccccc2)c(-c2ccccc2)n1	x	4
Cc1ccccc1-c1nc(CS(=O)CC(=O)NCCCN(C)c2ccccc2)c(C)o1 (centres undefined)	-5	10
Cc1ccc(NC(=O)c2cccc(OCc3c(C)noc3C)c2)cc1	x	7
COc1ccccc1C(c1nnnn1C(C)(C)C)N1CCN(C(=O)c2ccco2)CC1 (centres undefined)	2	6
CCC(CC)C(=O)Nc1cccc(C(=O)NCc2ccco2)c1	11	19
O=C(CN1CCN(c2ccccc2)CC1)N1CCN(c2ccccc2)CC1	-12	30
CC(C)CC(NC(=O)C(CC(C)C)NC(=O)OC(C)(C)C)C(N)=O (centres undefined)	x	6
CC(=O)N1CCN(CC(=O)Nc2c(Cl)cc(Cl)cc2Cl)CC1	-1	-17
O=C(/C=C/c1ccco1)NC(=S)Nc1ccc(Cl)cn1	x	16
CSc1ccccc1NC(=O)c1onc(C)c1Cl	-18	-13
COc1ccc(Br)cc1C(=O)NCc1cccnc1	-16	107
COc1cccc(OC)c1C(=O)OCC(=O)Nc1ccc(OC(F)(F)F)cc1	x	-6
O=C(NC(=S)Nc1ccccc1Cl)c1csnn1	x	5
O=C(CCc1ccc(S(=O)(=O)N2CCOCC2)cc1)NCCc1ccccn1	6	0
COc1cc(NC(=O)c2c(F)cccc2F)nc(OC)n1	6	-7
C=CCN1C(=O)/C(=C2/Sc3ccccc3N2CCCS(=O)(=O)O)SC1=S	-4	-5
Clc1ccc(OCc2cn3cccnc3n2)c2ncccc12	-13	17
O=C(Nc1cccc(C(=O)N2CCOCC2)c1)c1cccnc1	-7	-10
CCCC(c1nnnn1CCc1ccccc1)N1CCN(C2CCCC2)CC1 (centres undefined)	2	161
O=S1(=O)CCC(S(=O)(=O)N2CCCCCC2)C1 (centres undefined)	-1	-11
CC(C)(C)n1cnc2cc(NS(=O)(=O)c3ccc(Br)cc3)ccc21	6	-10
Cc1ccc2c(c1)CCCN2C(=O)C1CCCO1 (centres undefined)	-9	-13
CCn1c(=O)cc(OCC(=O)Nc2cc(C)ccn2)c2ccccc21	-23	9
CCOc1ccc(C2CC(c3ccc(F)cc3)Nc3nc(N)nn32)cc1 (centres undefined)	-1	-10
O=C1NCN(c2ccccc2)C12CCN(CCCC(c1ccc(F)cc1)c1ccc(F)cc1)CC2	x	-18
Cc1ccc(CNCc2ccccc2Cl)cc1	x	-12
COc1cccc(CN2C(=O)C3(C(C#N)=C(N)OC4=C3C(=O)CCC4)c3ccccc32)c1 (centres undefined)	-1	-8
CCOC(=O)C1CCN(Cc2cccc(OC)c2)CC1	x	-3
CN1C(=O)NC(c2ccc(O)cc2)C(C(=O)c2cccs2)C1(O)C(F)(F)F (centres undefined)	-5	6
CCN1CCN(C(=O)c2cnn3c(C(F)F)cc(-c4ccc(C)cc4)nc23)CC1	4	8
